Source: PubChem BioAssay (Center for Chemical Genomics, University of Michigan)
Dicer inh = inhibitors of human Dicer processing of pre-microRNA. cat-ELCCA pre-miR-21 Dicer processing, chemiluminescence; stronger effect = higher value. Q9UPY3. z-score at 25 µM. AID 1347074. 6% of 47,000 active; in the data active = z-score above about 3, passing the limit was not always enough;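 also: plate controls were vehicle for no effect and no enzyme for full effect; higher signal means more uncleaved substrate so more Dicer inhibition; strong numbers were not always called active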
* hit, by the source's call.

SMILES | Dicer inh
NC(=O)c1c(NC(=O)C2CCCO2)sc2c1CCCC2 (configuration not stated) | -1.1
O=[N+]([O-])c1ccc(S(=O)(=O)c2ccccc2)cc1OS(=O)(=O)c1cc(Cl)cc(Cl)c1 | 0.67
CC(C)(C)c1cc2nc(C(F)(F)F)cc(N/N=C/c3ccc(Cl)cc3)n2n1 | -1.4
c1ccc2c(c1)CC/C2=N\NC1=NCCN1 | -0.03
COc1ccccc1C1Nc2ccccc2NC2=C1C(=O)CC(c1ccccc1)C2 (configuration not stated) | 1.7
CCc1[nH]c(=S)c(C#N)c(C(F)(F)F)c1C | 0.09
COc1ccc(-c2ccc(/C=C/c3cc(C(F)(F)F)[nH]c(=O)n3)o2)cc1Cl | 1.6
CCOC(=O)c1c(C)n(C)c2c1cc(O)c1ccccc12 | 0.73
OCCCCCNc1ncnc2sc3c(c12)CCCC3 | -1.7
CC(=O)Nc1nc(NC(C)=O)nc(-c2ccccc2C(F)(F)F)n1 | 2.5
COc1ccc(C2/C(=C(\O)c3ccc(Cl)cc3)C(=O)C(=O)N2c2nnc(C)s2)cc1OC (configuration not stated) | 4.1*
O=C(Nc1nncs1)c1ccncc1 | -2.3
C=CCN(c1ccccc1C(=O)NCC(=O)O)S(=O)(=O)c1cccc(C)c1 | -0.5
Cn1nc([N+](=O)[O-])nc1Sc1ccc(C(C)(C)C)cc1 | 8.6
CCOC(=O)c1c(NC(=O)c2ccncc2)sc2c1CCC2 | 3
Cc1ccc(N2CC(O)=C(c3nc4ccccc4c(=O)[nH]3)C2=N)cc1C | -0.56
COc1ccccc1-c1nn2c(Cc3ccccc3)nnc2s1 | 0.15
N#Cc1cccc2c(Oc3ccccc3)cc(C(F)(F)F)nc12 | -1.1
Nc1nonc1C(=O)NCCNC(=O)c1cccs1 | -0.35
COc1cc2c(c(OC)c1OC)-c1ccc(OC)c(=O)cc1[C@@H](NC(C)=O)CC2 | 0.18
COc1cc(C2CC(=O)Nc3nc(N)[nH]c(=O)c32)ccc1OCc1cccc(Cl)c1 (configuration not stated) | -0.05
COc1ccc(C(OC[C@H]2O[C@@H](n3cc(C)c(=O)[nH]c3=O)CC2O)(c2ccccc2)c2ccc(OC)cc2)cc1 (some centres not stated) | -0.92
COc1cccc(C2C(C(=O)OC(C)C)=C(C)Nc3nc4ccccc4n32)c1 (configuration not stated) | -1.6
CCOC(=O)c1sc(SC(C)C)c2c1-c1ccccc1N(C)S2(=O)=O | 0.21
COc1cc(C2C(C(=O)OCc3ccccc3)=C(C)NC3=C2C(=O)CC(C)(C)C3)ccc1OC(C)=O (configuration not stated) | 2.1
Later entries:
SMILES | Dicer inh
CCCCCCCn1cnc2c(sc3nc4c(cc32)COC(C)(C)C4)c1=O | 1.5
CCC12CN3CC(CC)(CN(C1)C3c1ccc(Br)cc1)C2=O (configuration not stated) | -0.08
O=C(CCSc1nc(-c2ccco2)cc(C(F)(F)F)n1)NCC1CCCO1 (configuration not stated) | 0.13
CC(=O)N1CCc2cc(NC(=S)Nc3ccccc3Cl)ccc21 | 0.03
COc1ccc2c(c1)c(C(=O)CNc1nc(C)cs1)c(C)n2C | 1.6
CC1(C)SC2C(NC(=O)Cc3ccccc3)C(=O)N2C1C(=O)O (configuration not stated) | -0.33
O=c1c2cc(-c3ccccc3)sc2ncn1/N=C/c1ccccc1Cl | 0.44
O=[N+]([O-])c1cccc(Cl)c1Oc1ccc(S(=O)(=O)Oc2ccc(Cl)cc2)cc1 | -0.53
O=C1CN(C(=O)c2ccco2)c2ccccc2N1 | 7.6
CNC(=O)Nc1ccc2nc(C)oc2c1 | -0.84
CCCCN1C(=O)N(C)C2NC(=O)NC21 (configuration not stated) | 0.86
Cc1[nH]c2ccccc2c1C1(O)C(=O)N(Cc2cccs2)c2ccc(Br)cc21 (configuration not stated) | -1.1
O=c1c2ccccc2c(-c2ccccc2)nn1CN1CCCCC1 | 0.88
Cc1ccc(NC(=S)NNS(=O)(=O)c2cc(C(F)(F)F)cc(C(F)(F)F)c2)cc1C | 4.9
Cc1ccc(Cn2c(CCCO)nc3ccccc32)cc1 | -1
COc1ccc(C2CC(=O)c3cnc4[nH]n(-c5ccccc5)c(=O)c4c3C2)cc1 (configuration not stated) | -1.1
Cc1ccc(C(=O)CC2(O)C(=O)N(Cc3ccccc3)c3ccc(Cl)cc32)cc1 (configuration not stated) | 0.64
Nc1c(C(=O)NNC(=S)NCc2ccccc2)cnn1-c1ccccc1 | 2.6
N/C(=N\S(=O)(=O)c1ccc(Cl)cc1)N1CCSCC1 | 3.6*
Cc1ccccc1C(=O)N1NC(=Nc2ccccc2)SC1(C)C | -0.48
CC(C)(C)c1ccc(-c2noc(CSc3n[nH]c(=O)n3Cc3ccco3)n2)cc1 | -1.4
S=c1[nH]nc(-c2ccco2)n1-c1ccc(OCc2ccccc2)cc1 | -0.84
CNc1nccc(C(F)(F)F)c1C(=O)Nc1c(C)cccc1C | -1.2
CCOC(=O)CC(=O)CSc1nnc(NC(=O)c2c(F)cccc2F)s1 | -1.1
CN(C)NC(=O)c1csnc1-c1c(Cl)cccc1Cl | 3.5*

Given as tab-separated lines: entries from further up.
mol	Dicer inh
Cc1[nH]c2ccccc2c1C1(O)C(=O)N(Cc2cccs2)c2ccc(Br)cc21 (configuration not stated)	-1.1
CCCCN1C(=O)N(C)C2NC(=O)NC21 (configuration not stated)	0.86

Continued:
SMILES | Dicer inh
COc1ccc(/C=N/NC(=S)NN)cc1 | -7.3
NC(=O)c1cccc2c3c([nH]c12)CCCC3 | -0.43
CSc1n[nH]c(N)c1-c1ccccn1 | 6.4*
CN(Cc1ccc(-n2cccn2)cc1)C(=O)c1cnn2c1NC(c1ccco1)CC2C(F)(F)F (configuration not stated) | 0.8
Cc1cc(=O)oc2c1c(C)nn2-c1ccc([N+](=O)[O-])cc1 | -1.1
CC1(C)CC(=O)C2=C(C1)Nc1ccccc1NC2c1cc(Cl)ccc1O (configuration not stated) | 3.9*
O=[N+]([O-])c1ccc(N2CCCC2)c(Cn2ccnc2)c1 | -0.01
CC(C)c1ccc(C2c3c(oc4ccccc4c3=O)C(=O)N2c2nncs2)cc1 (configuration not stated) | 0.78
COc1ccc2c(c1)NC(c1ccc([N+](=O)[O-])s1)N2 (configuration not stated) | 0.13
COC(=O)CCC1CC2(CCC1=O)OCCO2 (configuration not stated) | 0.59
CC1(C)CC(=O)C=C(Nc2ccccc2)C1 | 2.7
O=S(=O)(Nc1ccc(C(F)(F)F)cn1)c1ccc(-c2ccccn2)s1 | -0.93
N#Cc1cc2c(nc1SCC(=O)Nc1ccc(F)cc1)CCC2 | 0.93
Cc1cc2nc(-c3cccc(N)c3)oc2cc1C | 0.66
Cn1ncc2c(NNS(=O)(=O)c3ccccc3)ncnc21 | 0.1
Clc1ccc(Nc2nnc3c4ccccc4c4ccccc4c3n2)cc1 | -1.5
Cc1ccc(CN2C(=O)C(O)(CC(=O)c3ccncc3)c3cc(Cl)ccc32)cc1 (configuration not stated) | 5*
Cc1ccn2c(=O)c(C(=O)O)cnc2c1 | -0.85
O=C(NC1CC1)c1cc(F)cc2c1OCOC2 | 0.54
COc1ccc([N+](=O)[O-])c(OC)c1C(=O)NC(=O)Oc1c(Cl)cc(F)cc1Cl | -0.58
O=C(Nc1ccc(-c2nc3c(ccc4ccccc43)o2)cc1)c1ccc([N+](=O)[O-])o1 | 2.3
COc1ccc(CCNc2nc(-c3ccc(O)cc3)cs2)cc1OC | -0.98
CCCSC1=C(C#N)C(c2ccc(O)c(OCC)c2)CC(=O)N1 (configuration not stated) | -0.25
COc1ncc(C(=O)NNC(=S)Nc2ccccc2)cc1[N+](=O)[O-] | -0.7
O=c1c2ccc(Cl)cc2nc2sc3ccc(Cl)cc3n12 | 0.02

The closing 3 records of the part before are carried over, then new ones follow.
SMILES | Dicer inh
CCCSC1=C(C#N)C(c2ccc(O)c(OCC)c2)CC(=O)N1 (configuration not stated) | -0.25
COc1ncc(C(=O)NNC(=S)Nc2ccccc2)cc1[N+](=O)[O-] | -0.7
O=c1c2ccc(Cl)cc2nc2sc3ccc(Cl)cc3n12 | 0.02
COc1ccc(OC)c(CNc2ncc(-c3ccc(Cl)cc3)n2C)c1 | -0.88
CCOC(=O)O/N=C(\N)c1ccc(Cl)cc1 | -0.15
COCCOC(=O)c1c(C)oc2ccc(OCc3cc(C)ccc3C)cc12 | 2.2
C=CCOC(=O)C1=C(C)NC2=C(C(=O)CCC2)C1c1cc(OC)c(OC)cc1Br (configuration not stated) | 0.89
COc1ccc(C2CC(=O)C3=C(C2)Nc2ccccc2NC3c2cc3c(cc2Cl)OCO3)cc1 (configuration not stated) | 1.4
NCCCCCC(=O)O | 31
O=C1Nc2c(C(=O)O)cccc2C1=O | 1.1
Cc1ccccc1NC(=O)N(Cc1ccco1)C(=O)CC#N | 0.76
O=c1oc2c(-c3cccc(F)c3)cc(O)cc2s1 | 5*
COc1ccc(C(=O)CC(=O)c2ccc(OC)c(OC)c2)c(O)c1 | -1.2
Nc1c(S(=O)(=O)c2ccccc2)csc1C(=O)O | -1.6
CC(C)(C)c1ncc(S(=O)(=O)c2ccc(C(F)(F)F)cn2)c(N)n1 | -0.93
CCOC(=O)CSC(=S)NCc1ccccc1 | -1.5
COc1ccc(CN2CCN(Cc3ccco3)CC2)cc1OC | -0.86
Cc1nc(Br)sc1C(=O)O | -0.1
CCN(C(=O)c1cnc(NC(C)C)cc1C(F)(F)F)c1ccc(Cl)cc1 | -1.9
CCc1nnc2sc(-c3ccc(C)c(NC(=O)C(C)(C)C)c3)nn12 | -0.15
CN1CCN(c2cc(C(F)(F)F)nc3ccc(F)cc23)CC1 | -1.2
COC(=O)c1ccc(COc2ccc3c(=O)c(Oc4ccccc4Cl)coc3c2)cc1 | 0.9
N#Cc1cnn(-c2c(Cl)cc(C(F)(F)F)cc2Cl)c1N | -0.67
CCOC(=O)CS(=O)c1sc(C(=O)OCC)c2c1C(=O)CCC2 (configuration not stated) | -3.9
CC1=C(C(=O)OCCc2ccccc2)C(c2ccccc2C)C2=C(CCCC2=O)N1 (configuration not stated) | 0.53
COc1ccc(CN2C(=O)c3oc4ccc(Br)cc4c(=O)c3C2c2ccc(O)cc2)cc1 (configuration not stated) | 1.1
Cc1c(CN(C)C(=O)CSc2nc(-c3ccco3)cc(C(F)(F)F)n2)cnn1C | 1.7
Cc1nc2cc(NCc3ccco3)ccc2n1C | 1.9

Taken from above.
CC(C)(C)c1ncc(S(=O)(=O)c2ccc(C(F)(F)F)cn2)c(N)n1 – Dicer inh: -0.93
COc1ccc(OC)c(CNc2ncc(-c3ccc(Cl)cc3)n2C)c1 – Dicer inh: -0.88
CCOC(=O)CS(=O)c1sc(C(=O)OCC)c2c1C(=O)CCC2 (configuration not stated) – Dicer inh: -3.9
O=C1Nc2c(C(=O)O)cccc2C1=O – Dicer inh: 1.1
Cc1nc2cc(NCc3ccco3)ccc2n1C – Dicer inh: 1.9
CCOC(=O)O/N=C(\N)c1ccc(Cl)cc1 – Dicer inh: -0.15

Reformatted: 3 of the compounds above.
mol	Dicer inh
Cc1nc2cc(NCc3ccco3)ccc2n1C	1.9
C=CCOC(=O)C1=C(C)NC2=C(C(=O)CCC2)C1c1cc(OC)c(OC)cc1Br (configuration not stated)	0.89
COc1ccc(C(=O)CC(=O)c2ccc(OC)c(OC)c2)c(O)c1	-1.2

Remaining list, next part.
SMILES | Dicer inh
CC(C)c1nc(/N=C/N(C)C)nc(=O)n1C | 0.95
COc1ccc([N+](=O)[O-])c(S(=O)(=O)c2ccccc2)n1 | -1.3
c1cncc(C2=NN3C(C2)c2ccccc2OC3c2cccs2)c1 (configuration not stated) | -0.24
CCn1nccc1C(=O)NC1=C(C#N)CCC1 | 0.54
CCOC(=O)c1cnc(-c2cccs2)nc1Nc1ccccc1 | 1.8
Cc1ccc(S(=O)(=O)N2CCN(Cc3ccc4c(c3)OCO4)CC2)cc1C | 1.7
COc1ccc(-c2ccc(-c3noc(-c4ccccc4C)n3)c(OC)n2)cc1 | -0.41
Cc1c(Cl)c(C(F)(F)F)nn1CC(=O)Nc1ccc(Br)cc1 | 1
COCCOCC(O)CN1CCN(c2ccccc2)CC1 (configuration not stated) | -0.71
Cc1c(Br)sc2sc(-c3ccnc(SCc4ccccc4)n3)c(C)c12 | 0.5
O=C1CCCc2c1c1ccccc1n2Cc1ccccc1 | 1.5
CCOC(=O)C1=C(C)NC2=C(C(=O)CCC2)C1c1ccc(OC)c(Br)c1 (configuration not stated) | -0.37
COc1ccc(C(=O)N=S2CCN(S(=O)(=O)c3ccc(Cl)cc3)CC2)cc1 | -0.15
Cc1cc(SCc2[nH]nc3oc(=O)cc(C)c23)c(C)cc1Cl | -0.24
OCc1nc(-c2ccc(C(F)(F)F)cc2)cs1 | 0.76
Cc1cc(C(=O)Nc2ccc(Cl)cc2)c(C)n1-c1ccccc1 | -2.9
O=[N+]([O-])c1ccc(Cn2ccnc2-c2ccc(C(F)(F)F)cc2)cc1 | 0.78
C=C(C)CSc1nc2sc3c(c2c(=O)n1CC(=C)C)CC(C)(C)OC3 | -1.1
Cn1c(-c2ccccc2O)n[nH]c1=S | -0.26
CC(C)(C)NC(=O)CSc1nc2ccccc2[nH]1 | 4.9*
Cc1cc(C)c(Nc2nc(-c3c(-c4ccccc4)noc3C)cs2)c(C)c1 | -0.25
COc1ccc(OC)c(C2C(C#N)=C(N)Oc3c2c(C)nn3-c2ccc(C)cc2)c1 (configuration not stated) | -5.2
CCN(CC)CCNC(=O)c1cc(Br)c(N)cc1OC | 1.1
COc1ccccc1C1OC(=O)C[C@@H]1C(=O)Nc1nncs1 (some centres not stated) | -0.66
COc1ccc(CNc2ccccn2)cc1 | 2
Cn1c2ccccc2c2nnc(SCC(=O)Nc3nnc(COc4ccccc4)s3)nc21 | -0.34
O=C(c1cc2n(n1)C(C(F)(F)F)CC(c1ccco1)N2)N1CCCCC1 (configuration not stated) | -0.66
CCOC(=O)C1CCN(S(=O)(=O)Cc2ccccc2)C1=O (configuration not stated) | 2.2
COC(=O)C1=C(C)N=C2SCCC(=O)N2C1c1ccc(C)cc1 (configuration not stated) | -0.75
c1ccc(CCn2c3ccccc3c3nnc(SCCN4CCOCC4)nc32)cc1 | -1.4

An excerpt; count on the stated rates, not on these rows.
